Screening results: PubChem, National Center for Advancing Translational Sciences (NCATS)
TGFb inhibitor = TGF-b pathway inhibition; HepG2 CAGA-GFP TGF-b/SMAD3 reporter, GFP fluorescence, 18 h; TGF-beta stimulated, 500 pg/mL final; Potency, µM (titrated, usually from 46.1 µM), without a hit: at the highest dose activity, negative = inhibition, usual class: inhibitors; 410,000 tested, 1.2% active; AID 588855; also: potency is read from the fitted curve at half-maximal effect; % is scaled to controls: 0 for no effect and ±100 for the full control effect; nearly all actives have a fitted effect of over 65% in size
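Using HEPG2 CAGA-GFP reporter cells at 1000 cells/well, we pinned test compounds, stimulated with recombinant TGF-beta (500 pg/mL final) and measured total well GFP after 18 h.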
HepG2 viability = counter-screen for TGF-b inhibitors: cytotoxicity in HepG2 cells; HepG2 CAGA-GFP viability, ATP luminescence, 18 h; Potency, µM (highest dose often 46.1 µM), for the others: at the highest dose activity change, negative = cytotoxicity, usual class: cytotoxic; 410,000 tested, 0.76% active; AID 588856; also: potency is read from the fitted curve at half-maximal effect; some results filed as inactive show a strong effect at the top dose
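CellTiter-Glo luminescence gave cytotoxicity after 18 hours at 37 degrees C. The cells were HepG2 CAGA-GFP in 1% FBS DMEM, stimulated with 500 pg/mL TGF-beta after compound addition. %Activity was normalised to no-cell wells (complete cell-killing) and DMSO (no toxicity), and curves were fitted and classified.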
S2 tox = cell viability loss in ATXN counter-screen; S2 cells (HEK-293 line with an ATXN2-luciferase reporter) viability, CellTiter-Fluor protease fluorescence, 24 h; Potency, µM (highest dose often 56.7 µM), usual class: cytotoxic; 400,000 tested, 0.49% active; also: potency is read from the fitted curve at half-maximal effect; nearly all actives have a fitted effect of over 40% in size
Nrf2 activator = activates Nrf2 signaling | AREc32 ARE-luciferase reporter (MCF7-derived line), luminescence, 24 h | Potency, µM (doses to about 46.1 µM), inactives show at the top dose activation, hits mostly activators | 410,000 tested, 0.31% active; also: potency is read from the fitted curve at half-maximal effect; % of control where 0% means no effect; nearly all actives have a fitted effect of over 65% in size
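For detection, Steady-Glo was added and plates sat 30 min at RT; before that, AREc32_Fluc cells grown overnight in OPTI-MEM/5% FBS had been treated with 23 nL compound for 24 hr at 37 deg C.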
Nrf2 inh = blocks Nrf2 signaling. AID 504444. 360,000 tested, 2.1% active. A549 ARE-Fluc reporter, luciferase luminescence, 18-24 h. Potency, µM (highest dose often 46 µM), for the others: top-dose activity change, negative = inhibition, usual class: inhibitors; also: potency is read from the fitted curve at half-maximal effect; % is scaled to controls: 0 for no effect and ±100 for the full control effect; nearly all actives have a fitted effect of over 60% in size
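In this cell-based qHTS, ARE-driven firefly luciferase in A549 cells reports Nrf2 activity; the luminescent signal after BugLite lysis is the measured value, with a prior CellTiter-Fluor read for cell health.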
CCT modulator = cytosolic chaperonin activity modulation | purified chaperonin ATPase assay, HTRF ADP detection, 30 min | activity change, % (concentration not given with the values), hits read low | 360,000 tested, 0.3% active | AID 651819; in the data active = activity change below about -30%; also: % is scaled to controls: 0 for no effect and ±100 for the full control effect
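First, chaperonin was dispensed at 40 nM or 20 nM final depending on batch activity. Next, compounds were pinned at 76 uM and ATP added at 10 uM. After 30 min at 37 °C, ADP detection reagents ran 30 min at ambient temperature.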
Akt phos inh = blocks phosphorylation of Akt. Neuro2A IGF-stimulated pAkt S473 HTRF, 20 min; stronger effect = lower value. activity change, % for hits at 50 µM. 360,000 tested, 0.32% active. AID 651550; in the data active = activity change below about -80%; inconclusive = mostly about -51% to -80%; also: % is scaled to controls: 0 for no effect and ±100 for the full control effect
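Neuro2A cells in DMEM with 0.5% FBS, overnight at 37 deg C, given compound at single 50 µM final, then IGF (6 nM final) for 20 min at 37 deg C. Lysed; phospho-Akt Ser473 by HTRF after 24 h, 665/615 ratio.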
A549 tox = kills or reduces viability of A549 cells in Nrf2 counter-screen. AID 504648. Potency, µM (series often up to 46 µM), for inactives: at the top dose activity change, negative = cytotoxicity, most hits filed as inhibitors. A549 ARE-Fluc cells, CellTiter-Fluor viability, 18-24 h. 390,000 tested, 0.16% active; also: potency is read from the fitted curve at half-maximal effect; % is scaled to controls: 0 for no effect and ±100 for the full control effect
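A549 ARE_Fluc cells in 5% FBS OPTI-MEM were exposed to compounds in concentration-response for 18-24 h at 37 deg C. Viability was read by CellTiter-Fluor fluorescence (Ex 405/Em 525) after 30 min, before the luciferase read.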
MmCpn inh = M. maripaludis TRiC chaperonin inhibition. purified Mm-Cpn ATPase, ADP Transcreener TR-FRET. Potency, µM (titrated, usually from 76.9 µM), inactives show top-dose activity, negative = inhibition, most hits filed as inhibitors. 330,000 tested, 0.031% active; also: potency is read from the fitted curve at half-maximal effect; % is scaled to controls: 0 for no effect and ±100 for the full control effect; nearly all actives have a fitted effect of over 80% in size
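Purified archaeal Mm-CPN (25nM final) preincubated 10 min at 37degC with compound, then 10uM ATP for 30 min at 37degC; ADP measured by HTRF Transcreener TR-FRET; buffer 30 mM TRIS pH 7.4, 100mM KCl, 5mM MgCl2, 1mM DTT.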
* hit, by the source's call; i = inactive; ? = inconclusive; nt = not tested or not shown; [ ] = remark or other dose. Unless noted, calls follow the shape of the dose curve; as a rule, active = well fitted curve in the direction sought with a large enough effect; inconclusive = small, poorly fitted or top-dose-only effect, or another doubt; inactive = no such curve, though single readings can be large; an effect the other way counts as inactive or inconclusive.

Structure | TGFb inhibitor | HepG2 viability | S2 tox | Nrf2 activator | Nrf2 inh | CCT modulator | Akt phos inh | A549 tox | MmCpn inh
CCc1cnc2c(c1SCC(=O)NCc1ccc(C)cc1)c(=O)n(C)c(=O)n2C | -19% | -1% | i | 0.0% | nt | nt | nt | 3% | nt
CC(C)Cc1cc(C(=O)Nc2cc(Cl)ccc2Cl)no1 | 13% | 2% | i | -0.1% | 13% | -3.5 | i | -7% | -3%
COc1ccc(NC(=O)COC(=O)C2CC2)c(OC)c1 | 29% | 13% | i | 0.1% | 6% | -1.6 | i | -3% | 4%
CCN(CC)CCCNC(=O)Cn1cnc2ccc(S(=O)(=O)N3CCC(C)CC3)cc2c1=O | 32% | 22% | i | -0.6% | 1% | 1.5 | i | 8% | 2%
Cc1nnc(SCC(=O)N2CCN(C(=O)c3ccco3)CC2)n1-c1ccccc1 | -7% | -3% | i | -0.7% | 3% | -1.7 | i | 2% | 2%
O=C(Cc1ccc(F)cc1)Nc1cccc2cccnc12 | 1% | -82% | i | 11% | 6% | -1.7 | i | 16% | 0%
Cc1n[nH]c(=S)n1/N=C/c1ccc(-c2ccccc2[N+](=O)[O-])o1 | -2% | -82% | i | 10µM* | nt | -4.0 | i | ? | 2%
CCC1CCCCN1CCCNC(=O)C1CCCN(c2nn3c(=O)cc(C)nc3s2)C1 (stereo unspecified) | 0% | -1% | i | 0.0% | 5% | -3.2 | i | 6% | 1%
COc1ccccc1NC(=O)Nc1nc(C(N)CC(C)C)cs1 (stereo unspecified) | ? | -83% | ? | 0.6% | nt | 0.7 | i | nt | nt
C#CCOc1ccc(CNC[C@H]2O[C@@H](n3ccc(=O)[nH]c3=O)[C@H](O)[C@@H]2O)cc1 | 5% | -12% | i | 0.2% | nt | 1.9 | i | nt | nt
O=C(CN1C(=O)NC(Cc2ccccc2)C1=O)Nc1ccc(F)c(Cl)c1 (stereo unspecified) | ? | 2% | i | 0.0% | 1% | -1.0 | i | 3% | -1%
O=c1c2cc(Cl)ccc2oc2nc3n(c(=O)c12)CCCS3 | 5% | 5% | i | -0.4% | 1% | -2.5 | i | -3% | -2%
CCCc1nc(N2CCOCC2)c(C#N)c2c1CCCC2 | 4% | -25% | i | -0.3% | -7% | 0.2 | i | -9% | 0%
C/C=C/C(=O)N[C@@H]1c2ccccc2CC[C@@H]1OCc1ccccc1 | -7% | -13% | i | 0.3% | 10% | 0.3 | i | 15% | 2%
CCC(Oc1ccccc1OC)C(=O)Nc1ccc2c(c1)n(C)c(=O)n2C (stereo unspecified) | 18% | -9% | i | 9.2% | ? | -0.2 | i | 5% | 1%
CCn1c(O)c(N=NC(=O)CNc2cccc(C)c2)c2ccccc21 | -18% | -2% | ? | 9.4% | 27% | -1.6 | i | -4% | 3%
CCOCCCn1c(=S)[nH]c2cc(C(=O)NCCN(CC)CC)ccc2c1=O | ? | -2% | i | 0.2% | 18% | 1.1 | i | -2% | 1%
COc1ccc(N2CCN(C(=O)CCS(=O)(=O)c3ccc(OC)cc3)CC2)cc1 | -2% | 2% | i | -0.3% | ? | 0.8 | i | -12% | -3%
CC(=O)Nc1cc2c(c(Cl)c1Cl)-c1ccccc1C2=O | 0% | -6% | i | 24% | 0% | -6.1 | i | 1% | nt
O=C(c1ccccc1)N1CCN(CC(O)COC2CCCCC2)CC1 (stereo unspecified) | 1% | 12% | ? | 0.0% | 12% | -0.3 | i | 1% | 0%
CC1CCN(c2ncnc3c2cnn3-c2ccccc2)CC1 | 8% | -11% | i | 4.3% | 16% | -6.3 | i | 1% | -16%
Cc1cc(OCC(=O)OC(C)C(=O)NC2CC2)c(C(C)C)cc1Cl (stereo unspecified) | -12% | -1% | ? | 0.4% | nt | 3.4 | i | nt | nt
CC(=O)Nc1c(C)nn(-c2ccccc2)c1N1CCC(C(=O)NCc2ccc(F)cc2)CC1 | 2% | 4% | nt | -0.3% | nt | nt | nt | -5% | nt
COC(=O)[C@]12CCCCC=C1N(Cc1ccccc1)C(=O)[C@H](CC(=O)NCc1ccc(OC)c(OC)c1)C2 | nt | nt | i | -1.2% | nt | 1.7 | i | nt | nt
CC(C)(C)c1cc(Cl)c(O)c(NC(=S)NC(=O)c2cccnc2)c1 | ? | 4% | ? | -0.6% | ? | -1.7 | i | -11% | -2%
CSc1nc(C)c(Oc2ccccc2)c(=O)n1C | 2% | 15% | i | -0.3% | 10% | 0.2 | i | -2% | 1%
Cc1ccc(C(=O)N(CCN(C)C)CC2CCCN(Cc3ccccc3F)C2)cc1C (stereo unspecified) | 30%[activator] | -30% | i | 3.7% | 0% | -4.6 | i | -4% | 2%
Cc1ccc(C(=O)COC(=O)c2cccc(O)c2)s1 | 40%[activator] | 8% | i | 2.9% | ? | -0.3 | i | 7% | -1%
COc1cc(C(=O)Nc2nc3ccccc3[nH]2)ccc1OC(F)F | -22% | -9% | ? | 8.8% | ? | -2.9 | i | 1% | -4%
O=C(Nc1n[nH]c(=S)s1)c1ccc2ccccc2c1 | 0% | -1% | i | -0.6% | ? | -1.5 | i | -9% | 0%
COc1ccccc1CC(=O)Nc1cc2oc3ccccc3c2cc1OC | 9% | -51% | i | 6.4% | 17% | -0.1 | i | 2% | 1%
COc1ccc(OC)c(NC(=O)C2CCCN(S(=O)(=O)c3cccc4cccnc34)C2)c1 (stereo unspecified) | ? | 13% | i | 2.7% | -18% | 0.3 | i | 6% | 1%
COC(=O)c1cn(NC(=O)CC2CCCCC2)c(=O)c2ccccc12 | 3% | -15% | i | -0.4% | ? | 1.0 | i | -13% | -2%
CNC(=O)N1c2ccccc2NC(=O)CC1C (stereo unspecified) | -3% | 13% | i | 3.1% | -4% | -0.4 | i | 5% | -4%
CS(=O)(=O)c1ccc(C(=O)NC2CCCCC2)cc1 | 9% | 2% | i | 4.0% | 4% | -5.1 | i | 2% | 2%
N#C/C(C(=O)NCc1ccco1)=C1/SC(Cc2ccc(Cl)cc2)C(=O)N1c1ccccc1 (stereo unspecified) | -3% | 0% | i | 0.5% | 4% | -2.0 | i | 7% | -7%
CCOC(=O)c1sc(=NC(=O)c2cccs2)n(C)c1C | ? | -4% | i | 16% | ? | -3.6 | i | 1% | ?
Cc1cc(C)n2nc(NCc3cccc(Br)c3)nc2n1 | -15% | 7% | i | 0.0% | 10% | -2.8 | i | -8% | -6%
N#C/C(=C\c1cn(-c2ccccc2)nc1-c1cccnc1)c1nnc2n1CCCCC2 | 1% | -12% | i | 0.0% | 21µM* | -2.1 | i | ? | -3%
O=C(Nc1ccncc1)c1ccc(Cl)c(S(=O)(=O)N2CCCCC2)c1 | -18% | -3% | ? | -0.3% | ? | -0.6 | i | -17% | 0%
CCN1CCN(C(=O)C2COc3ccccc3O2)CC1 (stereo unspecified) | -3% | -8% | i | -0.7% | 1% | -0.2 | i | 10% | 0%
CN(C)S(=O)(=O)N1CCC(n2cnc3cccnc32)CC1 | 9% | 11% | i | -0.1% | ? | nt | nt | 27% | nt
Cn1ccs/c1=N\C(=O)Nc1cccc(C(F)(F)F)c1 | 45%[activator] | -10% | i | 1.8% | 1% | 1.0 | i | 3% | -1%
Fc1ccc(CNc2ccc(CNc3ncn[nH]3)cc2)cc1 | -9% | -8% | i | 0.6% | ? | 1.9 | i | 4% | -1%

Gathered by group, the compounds so far with a Cl atom (8)
Structure | TGFb inhibitor | HepG2 viability | S2 tox | Nrf2 activator | Nrf2 inh | CCT modulator | Akt phos inh | A549 tox | MmCpn inh
CC(C)Cc1cc(C(=O)Nc2cc(Cl)ccc2Cl)no1 | 13% | 2% | i | -0.1% | 13% | -3.5 | i | -7% | -3%
O=C(CN1C(=O)NC(Cc2ccccc2)C1=O)Nc1ccc(F)c(Cl)c1 (stereo unspecified) | ? | 2% | i | 0.0% | 1% | -1.0 | i | 3% | -1%
O=c1c2cc(Cl)ccc2oc2nc3n(c(=O)c12)CCCS3 | 5% | 5% | i | -0.4% | 1% | -2.5 | i | -3% | -2%
CC(=O)Nc1cc2c(c(Cl)c1Cl)-c1ccccc1C2=O | 0% | -6% | i | 24% | 0% | -6.1 | i | 1% | nt
Cc1cc(OCC(=O)OC(C)C(=O)NC2CC2)c(C(C)C)cc1Cl (stereo unspecified) | -12% | -1% | ? | 0.4% | nt | 3.4 | i | nt | nt
CC(C)(C)c1cc(Cl)c(O)c(NC(=S)NC(=O)c2cccnc2)c1 | ? | 4% | ? | -0.6% | ? | -1.7 | i | -11% | -2%
N#C/C(C(=O)NCc1ccco1)=C1/SC(Cc2ccc(Cl)cc2)C(=O)N1c1ccccc1 (stereo unspecified) | -3% | 0% | i | 0.5% | 4% | -2.0 | i | 7% | -7%
O=C(Nc1ccncc1)c1ccc(Cl)c(S(=O)(=O)N2CCCCC2)c1 | -18% | -3% | ? | -0.3% | ? | -0.6 | i | -17% | 0%
